# High-throughput results as filed in PubChem.
# STAT1 blocker: inhibitors of IFN-gamma induced STAT1 signaling | 200,000 compounds, 0.35% hits | inhibition, % at 5.5 µM | NIH 3T3 STAT1-luciferase reporter, luminescence;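 active = inhibition above a set limit, the mean inhibition across all tested compounds plus 3 SD, cut at about 34% in these data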;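 also: 0% = IFN-gamma with DMSO and 100% = IFN-gamma with 300 µM nifuroxazide; values of inactives mirror those of a sister screen read the other way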
# PPARg SRC-3 ag: promotes SRC-3 coactivator recruitment by human PPARgamma. AID 731. biochemical PPARgamma/SRC-3 coactivator recruitment assay. activation, % at 8 µM. 200,000 compounds, 0.26% hits; in the data active = activation above about 23%;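 also: 0% = DMSO and 100% = reference agonist; some compounds past the cut are filed as inactive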
# Target sequence (P37231 whole entry, looked up): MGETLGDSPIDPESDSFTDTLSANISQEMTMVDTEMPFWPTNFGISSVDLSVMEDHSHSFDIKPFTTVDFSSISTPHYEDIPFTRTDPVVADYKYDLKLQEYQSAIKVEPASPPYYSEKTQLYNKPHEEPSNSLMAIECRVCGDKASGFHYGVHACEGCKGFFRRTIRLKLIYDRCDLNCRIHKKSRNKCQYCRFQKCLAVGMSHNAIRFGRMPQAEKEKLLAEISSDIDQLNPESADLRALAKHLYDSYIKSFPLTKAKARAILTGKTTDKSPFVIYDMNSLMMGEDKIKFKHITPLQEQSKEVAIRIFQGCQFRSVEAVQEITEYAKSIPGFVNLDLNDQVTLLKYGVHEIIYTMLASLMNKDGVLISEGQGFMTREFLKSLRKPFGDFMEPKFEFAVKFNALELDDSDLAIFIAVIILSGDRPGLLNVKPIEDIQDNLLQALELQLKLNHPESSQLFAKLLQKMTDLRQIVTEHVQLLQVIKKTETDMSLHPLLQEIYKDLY
# TNAP act hi DEA: TNAP (human) activation, high acceptor; P05186; purified TNAP, CDP-star luminescence, 1 M DEA, 30 min; stronger effect = higher value; 0 = EDTA background, 1 = DMSO-only activity; activation factor at 20 µM; 200,000 tested, under 10 active; AID 1136;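 active = activation factor at least 2 at 20 µM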
# Target sequence (P05186 whole entry, looked up): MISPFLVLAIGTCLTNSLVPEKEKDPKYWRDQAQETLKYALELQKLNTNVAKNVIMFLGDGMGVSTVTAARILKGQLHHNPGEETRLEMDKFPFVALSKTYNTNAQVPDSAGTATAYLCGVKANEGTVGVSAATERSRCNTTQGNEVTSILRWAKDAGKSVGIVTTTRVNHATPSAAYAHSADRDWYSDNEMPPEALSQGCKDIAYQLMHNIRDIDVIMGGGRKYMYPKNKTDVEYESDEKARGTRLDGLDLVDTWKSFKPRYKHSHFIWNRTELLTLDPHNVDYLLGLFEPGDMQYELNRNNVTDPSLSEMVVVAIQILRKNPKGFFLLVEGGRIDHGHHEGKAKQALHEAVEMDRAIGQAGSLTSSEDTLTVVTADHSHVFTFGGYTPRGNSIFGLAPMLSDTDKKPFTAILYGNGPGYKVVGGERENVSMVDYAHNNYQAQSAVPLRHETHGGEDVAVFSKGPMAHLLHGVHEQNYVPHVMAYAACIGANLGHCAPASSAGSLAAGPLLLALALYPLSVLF
#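 Test system – human TNAP · Doses – 20 µM single point · Incubation – 30 min, room temperature · Signal – luminescent substrate turnover signal · Read-out basis – activation factor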
# ROMK mod: modulators of human ROMK potassium channel; AID 1918; B-score at 10 µM; Tet-inducible ROMK, thallium flux fluorescence; actives lie on both sides; 130,000 compounds, 2% hits; P48048;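 active = signal ratio slope over the read window, or its plate-corrected B-score, at least 3 SD from the plate mean, either direction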;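 also: B-score of the F/F0 ratio slope over 7 to 12 s after thallium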
# STAT3 activator: activators of IL-6 induced STAT3 signaling | U3A cells, IL-6 STAT3-luciferase reporter, luminescence; 100% = signal with IL-6 EC80 alone | activation (% of control), % at 5.6 µM | 190,000 compounds, 0.91% hits | AID 871;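 active = activation above the screen-wide mean of compound activation plus 3 SD, cut at about 130% in these data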;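 also: 0% = background luminescence of wells with medium and substrate only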
#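 Material: STAT1-lacking human U3A cells, STAT3 luciferase reporter | Benchmarks: IL-6-only wells as 100% reference | Probe or stimulus: IL-6 (33 ng/mL) | Timing: Compound 1 h, then IL-6 6 h at 37 °C | Detection: Luminescence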
# STAT3 blocker: inhibitors of IL-6 induced STAT3 signaling. inhibition, % at 5.5 µM. U3A cells, IL-6 STAT3-luciferase reporter, luminescence; host cell line lacks STAT1. 190,000 compounds, 0.89% hits;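 active = inhibition above the mean inhibition across all screened compounds plus 3 SD, cut at about 44% in these data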;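 also: 0% = DMSO only wells and 100% = 100 µM nifuroxazide control wells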
# bIAP activator: intestinal alkaline phosphatase (bovine) activation | purified bovine IAP, CDP-star luminescence, 30 min; stronger effect = higher value; fold of DMSO-control signal, blank-subtracted | activation factor at 20 µM | 200,000 compounds, 0.17% hits;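 active = activation factor of 2 or more at 20 µM, a signal rise over negative controls twice the positive control's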
# PPARg SRC1 recr: PPARgamma-driven SRC-1 recruitment agonism; activation, % at 8 µM; AID 631; PPARgamma-SRC-1 coactivator recruitment biochemical assay; P37231; 200,000 compounds, 0.41% hits; in the data active = activation above about 19%;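 also: 0% = DMSO and 100% = reference agonist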
# TR-FRET SRC-2 ct: TR-FRET artefact, counter-screen to PPARgamma/SRC-2 agonist assay; stronger effect = higher value; TR-FRET ratio at 8 µM; 200,000 compounds, 0.4% hits; in the data active = TR-FRET ratio above about 2000; also: inactives centre near 1500
# bIAP inh: blocks bovine intestinal alkaline phosphatase activity. purified bovine IAP, CDP-star luminescence, 30 min. inhibition, % at 20 µM. 190,000 tested, under 10 active. AID 1019;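 active = over 50% inhibition of intestinal alkaline phosphatase at 20 µM in the single-dose screen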
#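 Incubation: 30 min reaction at room temperature / Material: purified bovine intestinal alkaline phosphatase (IAP) enzyme / Input: enzyme at 1/65,000,000 dilution / Dosing: 20 µM single dose / Signal: CDP-star luminescence signal / Reagent: CDP-star chemiluminescent phosphatase substrate, 30 µM final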
# PPARg SRC2 recr: promotes SRC-2 coactivator recruitment by human PPARgamma; activation, % at 8 µM; 200,000 compounds, 0.34% hits; PPARgamma LBD-SRC-2 recruitment, biochemical; in the data active = activation above about 22%;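 also: 0% = vehicle and 100% = reference agonist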
# The depositor's hits bear a star; . = no result given.
SMILES,STAT1 blocker,PPARg SRC-3 ag,TNAP act hi DEA,ROMK mod,STAT3 activator,STAT3 blocker,bIAP activator,PPARg SRC1 recr,TR-FRET SRC-2 ct,bIAP inh,PPARg SRC2 recr
Cc1cc(=O)oc2cc(OC(C)C(=O)NCC3CCCO3)ccc12 (centres undefined),-7,0,1,0.28,96,10,1.1,0,1785,-7,21
COC(=O)c1nc2n(n1)C(c1ccc(OC)c(OC)c1OC)C1=C(CCCC1=O)N2 (centres undefined),-4,0,1.1,0.44,96,11,1,8,1475,0,6
O=C(O)c1c[nH]c2ccc(S(=O)(=O)N3CCOCC3)cc12,6,3,1,.,100,4,1,-5,1546,-4,3
CCC[C@@H]1C[C@@H](C(=O)N[C@@H](C2O[C@H](SC)[C@H](O)[C@@H](O)[C@H]2O)[C@H](C)Cl)N(C)C1 (some centres undefined),-6,0,1.1,0.47,104,-3,1.3,-5,1598,-29,-1
CCc1ccc([C@@H]2C[C@H]3CN(Cc4ccccc4OC)C(=O)[C@]34CCCN24)cc1,2,-1,1,-1.7,115,-11,1.1,-4,1471,-13,-1
Cc1ccc(Cl)c(OC(=O)c2nn(C(C)C)c(=O)c3ccccc23)c1,-1,2,1.1,0.42,102,-4,0.6,3,1636,36,9
O=C(COC(=O)c1ccc(-c2ccc([N+](=O)[O-])cc2)o1)NC(=O)NC1CCCCC1,-4,-2,1,.,104,-10,1,8,1421,-4,5
Cc1[nH]n(-c2ccc([N+](=O)[O-])cc2)c(=O)c1C=NCCc1ccc(S(N)(=O)=O)cc1,6,-2,1,-0.7,103,-2,1.2,10,1524,-18,4
O=C(NCc1ccco1)C(=O)NCC1OCCN1S(=O)(=O)c1ccc(Cl)cc1 (centres undefined),-10,1,1,0.26,104,-4,0.8,-1,1565,18,-5
CC(=O)Nc1c(-c2ccccc2)nc2ncccn12,-4,-4,1,.,97,8,1.1,-2,1606,-6,-8
N#CCCN(Cc1cccnc1)C(=O)Nc1ccc(Cl)c(Cl)c1,-4,1,1,.,99,5,0.9,0,1710,6,4
CCOC(=O)C(CC)(CC)C(=O)/C=C/c1ccc(Br)cc1,13,-2,1,.,113,-3,1,-8,1463,2,-5
CCOC(=O)c1c(NC(=O)c2ccco2)n(C2CCCCC2)c2nc3ccccc3nc12,-6,-6,1.1,.,107,-3,1,1,1612,2,4
CCn1c(NC(=O)C2CCCCC2)nc2ccccc21,-6,-8,1,.,94,11,1,0,1368,3,-7
CC1C2=C(CC(C)(C)CC2=O)NC2=C1C(=O)CC(C)(C)C2,-3,2,1.1,0.44,106,-1,1.4,6,1739,-43,7
Cc1occc1C(=O)NNC(=O)c1ccccc1C(=O)O,-51,-7,1,-0.49,110,-7,1.1,-5,1612,-6,-6
C=CCN(CC=C)S(=O)(=O)c1ccc(F)cc1,0,-1,1,.,96,7,0.8,-2,1453,16,3
COc1ccc(Cl)cc1-c1nc(N)nc(NC2CCCCC2)n1,-15,-2,1,0.98,111,-12,1,-4,1468,3,4
COc1cc(C(=O)O)nc(OC)n1,-8,-4,1,-0.041,96,12,0.9,4,1619,9,1
O=C1NCCN1C(=O)c1ccco1,5,12,1,-0.26,89,15,1,16,1662,4,4
CCOCCCNC(=S)NCCCNc1nc2cc3c(cc2cc1C#N)OCO3,4,0,1,.,109,0,1.6,4,1515,-61,2
COc1ccc(Oc2nc(C)cc(C)c2S(C)(=O)=O)cc1,-3,-9,1,-0.34,97,11,1,3,1464,1,11
CCn1c(COc2cccc(C)c2C)nnc1SCC(=O)N1CCN(c2ccc(OC)cc2)CC1,14,3,1,-0.51,77,27,0.9,-2,1548,8,11
O=C(CCl)Nc1cc(S(=O)(=O)N2CCOCC2)ccc1N1CCOCC1,-1,-1,1,0.61,105,1,0.9,-3,1725,14,-7
Cc1cccc(-c2n[nH]c(=S)n2C)c1,1,5,1,0.055,101,7,0.9,11,1899,9,15
Cc1cccc(NC(=O)CCC(=O)N/N=C/c2ccncc2)c1,1,3,1,0.94,99,1,0.7,12,1594,30,0
Cc1cc(C)n2c(SCC(=O)N(C)C3CCS(=O)(=O)C3)nnc2n1 (centres undefined),-3,-1,1,-0.17,101,7,0.8,6,1537,15,3
CC(Oc1ccc(Cl)cc1Cl)C(=O)Nc1ccc(S(=O)(=O)Nc2cnc3ccccc3n2)cc1 (centres undefined),-4,5,1,.,108,-6,1.1,1,1553,-11,-1
O=S(=O)(Nc1ccc2c(c1)OCCO2)c1ccc(Br)s1,10,-4,1.1,.,100,4,0.9,9,1552,12,2
CCOC(=O)C1=NNC2(c3ccc(Cl)cc3)C(=O)N(c3cc(C)cc(C)c3)C(=O)C12 (centres undefined),8,1,1,.,89,15,1,-4,1581,-2,1
COc1cc(NC(=O)c2ccc(S(=O)(=O)N(C)C)cc2)cc(OC)c1OC,-2,0,1,0.4,101,2,0.9,2,1603,6,-1
C=CCNC(=O)c1cc2c(=O)c3ccccc3oc2nc1C,-7,0,1,0.091,89,22,1,1,1425,1,-9
CC(=O)Nc1ccc2[nH]c3ccccc3c2c1,-7,-2,1.1,.,84,28,0.9,9,1679,5,16
O=C(NCCO)/C(=C\c1cccs1)NC(=O)c1cccs1,-2,0,1.1,0.32,95,9,1.1,1,1614,-15,14
CC1(C)Cc2c(sc3c2C2=NCCN2C=N3)CO1,-3,-3,1,0.65,103,-3,1.1,7,1674,-9,6
CCCCCCCCCCOC(=O)c1csc2nnsc12,0,-7,1,.,105,-1,0.9,-4,1367,15,2
CC(C)OCCCNC(=O)CCSc1ccc(Cl)cc1,1,10,1,0.84,99,1,1,-1,1599,0,-1
CCOC(=O)C1CCN(Cc2oc(CO)cc(=O)c2O)CC1,-1,-3,1,0.73,99,-2,1.1,-1,1382,-11,-2
COC(c1ccccc1)c1nnc(CCC(=O)N2CCCCCCC2)o1 (centres undefined),-16,1,1,1.5,102,2,1,-2,1462,-2,7
Cc1ccccc1Nc1nc(N)nc(CSCc2c(C)noc2C)n1,1,-2,1,.,88,20,1,4,1609,2,5
CCOC(=O)NN1C(=O)c2ccccc2NC1c1ccccc1F (centres undefined),-5,2,1,0.19,99,12,0.9,12,1488,6,0
COc1ccc(S(=O)(=O)N(C)CC(=O)Nc2ccccc2C(F)(F)F)cc1OC,16,-4,1,.,97,3,1,-8,1342,1,-8
Cc1cc(C(=O)OCC(=O)Nc2ccc(S(=O)(=O)N3CCOCC3)cc2)c(C)o1,4,-8,1,1,101,6,1.1,-4,1329,-11,-1
Cc1[nH][nH]c(=O)c1C(c1ccccc1[N+](=O)[O-])C(C#N)C#N (centres undefined),11,0,0.9,0.27,104,0,1.1,1,1423,-8,-3
C#CCn1cc(/C=N/Nc2nc3ccccc3[nH]2)c2ccccc21,-1,13,1,.,113,-17,1,15,1820,2,30*

# Entries above that have a cyano group, in the order listed:
SMILES,STAT1 blocker,PPARg SRC-3 ag,TNAP act hi DEA,ROMK mod,STAT3 activator,STAT3 blocker,bIAP activator,PPARg SRC1 recr,TR-FRET SRC-2 ct,bIAP inh,PPARg SRC2 recr
N#CCCN(Cc1cccnc1)C(=O)Nc1ccc(Cl)c(Cl)c1,-4,1,1,.,99,5,0.9,0,1710,6,4
CCOCCCNC(=S)NCCCNc1nc2cc3c(cc2cc1C#N)OCO3,4,0,1,.,109,0,1.6,4,1515,-61,2
Cc1[nH][nH]c(=O)c1C(c1ccccc1[N+](=O)[O-])C(C#N)C#N (centres undefined),11,0,0.9,0.27,104,0,1.1,1,1423,-8,-3

# The listing continues:
SMILES,STAT1 blocker,PPARg SRC-3 ag,TNAP act hi DEA,ROMK mod,STAT3 activator,STAT3 blocker,bIAP activator,PPARg SRC1 recr,TR-FRET SRC-2 ct,bIAP inh,PPARg SRC2 recr
S=C(c1ccccc1)N1CCN(C(=S)c2ccccc2)CC1,6,1,1,0.16,104,-1,0.9,-2,1350,10,2
CCN(CC)CCOC(=O)c1ccc(NC(=O)/C=C/c2cccs2)cc1,-17,2,1,-0.9,97,4,1,-1,1624,1,11
O=c1cc(CSc2ccccc2)nc(-c2ccccc2)[nH]1,-1,1,1,0.063,98,4,1.1,8,1441,-8,3
CCOC(=O)c1cc(C(=O)c2cc(Br)ccc2O)coc1=N,0,-1,1,0.43,100,10,0.9,9,1671,14,4
CC(C)CCNC(=O)NC(=O)COC(=O)CNC(=O)C1CCCCC1,-7,-4,1.1,-0.29,99,8,1.1,2,1791,-8,1
COC(=O)CCC(=O)N1CCCC(CNS(=O)(=O)c2ccc(OC)cc2)C1 (centres undefined),-12,0,1.1,0.52,105,2,0.9,-4,1387,13,-2
CCCN(Cc1ccccc1)C(=S)Nc1ccc(C(C)=O)cc1,1,1,1,-0.23,116,-11,1.1,6,1616,-10,-8
COc1ccc2cc(C3(C)NC(=O)NC3=O)ccc2c1 (centres undefined),-1,5,1.1,.,103,3,1,3,1564,2,2
C=CCNCC(=O)NN=C(c1ccccc1)c1ccccc1,-6,10,1,.,92,19,1,15,1593,4,9
CCOC(=O)c1c(NC(=O)Cn2nc(C(F)F)cc2C(F)F)sc(C)c1C,-2,11,1.1,.,104,3,1,3,1505,0,-1
CN(C)c1ccc(N=Cc2nc(-c3ccccc3)oc2OC(=O)c2cccc(Br)c2)cc1,-32,9,1.1,0.12,85,16,0.5,13,1592,46,5

# An excerpt from above in order of heavy-atom count, rising.
SMILES,STAT1 blocker,PPARg SRC-3 ag,TNAP act hi DEA,ROMK mod,STAT3 activator,STAT3 blocker,bIAP activator,PPARg SRC1 recr,TR-FRET SRC-2 ct,bIAP inh,PPARg SRC2 recr
Cc1occc1C(=O)NNC(=O)c1ccccc1C(=O)O,-51,-7,1,-0.49,110,-7,1.1,-5,1612,-6,-6
CCOC(=O)c1cc(C(=O)c2cc(Br)ccc2O)coc1=N,0,-1,1,0.43,100,10,0.9,9,1671,14,4
Cc1ccccc1Nc1nc(N)nc(CSCc2c(C)noc2C)n1,1,-2,1,.,88,20,1,4,1609,2,5
CCOCCCNC(=S)NCCCNc1nc2cc3c(cc2cc1C#N)OCO3,4,0,1,.,109,0,1.6,4,1515,-61,2

# Arranged by value in ROMK mod (highest first): 3 of the compounds above.
molecule	ROMK mod
COC(=O)CCC(=O)N1CCCC(CNS(=O)(=O)c2ccc(OC)cc2)C1 (centres undefined)	0.52
COC(=O)c1nc2n(n1)C(c1ccc(OC)c(OC)c1OC)C1=C(CCCC1=O)N2 (centres undefined)	0.44
CCN(CC)CCOC(=O)c1ccc(NC(=O)/C=C/c2cccs2)cc1	-0.9
